# NR2E3 ag-1 = NR2E3 agonists in two-hybrid cells, primary screen, cell-based, luminescence, CHO-S, Gal4-NCOR/VP16-NR2E3; 360,000 compounds, 0.35% hits; Photoreceptor-specific nuclear receptor (Homo sapiens), Q9Y5X4; AID 602229, 2012; luciferase; inhibition of corepressor binding, % at 3.98 µM;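 active means inhibition above the mean of all tested compounds plus 3 SD, cut at about 70% in these data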;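 further: 0% = DMSO with NR2E3 transfected cells and 100% = cells lacking NR2E3 construct; higher means lower luciferase signal from less NR2E3 corepressor binding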
# Target sequence (Q9Y5X4 whole entry, looked up, the tested form may be a part): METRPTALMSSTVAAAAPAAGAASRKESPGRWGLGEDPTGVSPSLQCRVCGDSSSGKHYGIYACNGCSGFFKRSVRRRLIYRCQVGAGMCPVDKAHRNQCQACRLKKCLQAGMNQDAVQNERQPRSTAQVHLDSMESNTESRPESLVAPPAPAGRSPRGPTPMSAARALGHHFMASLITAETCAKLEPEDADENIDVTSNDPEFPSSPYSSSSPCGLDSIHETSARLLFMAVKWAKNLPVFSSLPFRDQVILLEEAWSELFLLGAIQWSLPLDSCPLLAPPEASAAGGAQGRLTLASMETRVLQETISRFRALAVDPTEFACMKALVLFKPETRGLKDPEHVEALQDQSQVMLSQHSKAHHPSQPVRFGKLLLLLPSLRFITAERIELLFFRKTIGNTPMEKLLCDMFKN
# HIF-2a inh = HIF-2a reporter inhibitors, primary screen, luminescence, 786-0 RCC cells; 786-0 RCC cells HIF-2a reporter, luciferase luminescence, overnight; inhibition, % at 18.8 µM; 360,000 compounds, 0.72% hits; AID 624352, 2012;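 active means inhibition of the luminescence signal of 40% or more relative to plate controls, in a single-dose primary screen at 18.75 µM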
# PDI turbidity = inhibitors of human PDI, primary screen, biochemical, turbidity, single point, plate reader; AID 588391, 2011; inhibition, % at 10 µM; 350,000 compounds, 0.052% hits; PDI insulin aggregation turbidity, A650, 90 min;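 active means mean inhibition across replicates of 30% or more, whatever share of single replicates reach that level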;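 further: absorbance from insulin aggregation driven by PDI reduction with DTT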
# Target sequence (P07237 whole entry, looked up): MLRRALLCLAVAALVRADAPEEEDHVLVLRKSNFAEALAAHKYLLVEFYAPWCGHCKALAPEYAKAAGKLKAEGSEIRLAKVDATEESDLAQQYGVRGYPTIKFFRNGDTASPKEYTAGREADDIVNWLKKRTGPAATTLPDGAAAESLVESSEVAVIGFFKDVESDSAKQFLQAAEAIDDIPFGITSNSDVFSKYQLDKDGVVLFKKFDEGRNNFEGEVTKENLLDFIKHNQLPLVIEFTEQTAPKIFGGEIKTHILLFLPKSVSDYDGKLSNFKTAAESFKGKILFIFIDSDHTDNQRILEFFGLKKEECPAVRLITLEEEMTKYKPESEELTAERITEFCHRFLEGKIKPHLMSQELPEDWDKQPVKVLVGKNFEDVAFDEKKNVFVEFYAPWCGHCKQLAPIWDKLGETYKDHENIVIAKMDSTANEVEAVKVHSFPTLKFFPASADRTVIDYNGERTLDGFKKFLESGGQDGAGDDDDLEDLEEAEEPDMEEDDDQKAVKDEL
# Shn3 inh set2 = reduction of Shn3 3'UTR firefly luciferase signal, primary screen, Schnurri-3 inhibitor project, cell-based, Clone20 osteoblasts, set 2; Clone20 osteoblast Shn3 3'UTR firefly luciferase, 24 h; inhibition, % at 12.5 µM; 360,000 compounds, 0.52% hits; AID 588674, 2011;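 active means mean inhibition of at least 75% with every replicate also reaching 75%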;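 further: 0% = median of neutral control wells and 100% = pilot-screen positive control compound; some compounds past the cut are filed as inactive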
# Peg3 promoter = Peg3 promoter-driven luciferase inhibitors, primary screen, cell-based, HeLa, luciferase luminescence | HeLa PEG-Prom luciferase reporter, overnight | inhibition, % at 20 µM | 360,000 compounds, 1.7% hits | AID 588405, 2011;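 active means inhibition of at least 50% at 20 µM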
# CF NFkB block = inhibitors of PAF-induced NF-kB signaling, primary screen, cell-based, GFP fluorescence, uHTS | KKLEB NF-kB-GFP reporter, GFP fluorescence overnight | inhibition, % at 5 µM | 360,000 compounds, 0.86% hits;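 active means at least 50% inhibition at 5 µM, scaled per plate between neutral and stimulator controls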;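 further: PAF is a Pseudomonas aeruginosa culture filtrate used as stimulus; plate controls were PAF-stimulated DMSO wells for no effect and unstimulated DMSO wells for full effect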
# NR2E3 ag-2 = inhibitors of NR2E3-RetCOR corepressor binding, primary screen, NR2E3 agonist project, biochemical, TR-FRET, GST-NR2E3, biotin-RetCOR; Photoreceptor-specific nuclear receptor (Homo sapiens), Q9Y5X4; 1536-well; inhibition of corepressor binding, % at 4.78 µM; 320,000 compounds, 0.12% hits; AID 2300, 2010;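 active means percent inhibition above the cutoff of mean plus 3 SD of all tested compounds, set per screening campaign, cut at about 20% in these data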;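 further: 0% = DMSO wells and 100% = biotin wells as full block of FRET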
#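 Format: 1536-well format; test system: GST-NR2E3 and biotin-RetCOR proteins; read-out basis: percent inhibition of TR-FRET ratio; timing: 5 h incubation at 4 °C; detection: time-resolved FRET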
# CaV13 FRET inh = Primary screen for inhibitors of IQ motif and Ca2+-dependent inactivation inhibitor domain binding in CACNA1D, Förster resonance energy transfer in living cells, … | 340,000 compounds, 0.098% hits | inhibition, % at 12.3 µM | AID 743397 | HEK cells, CFP/YFP FRET ICDI-IQ, plate reader, 10 min; percent FRET-ratio fall versus neutral wells;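 active means mean replicate inhibition of at least 30% and at least 1% of replicates passing that level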;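 further: 0% = median of the neutral control wells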
# KKLEB tox = cytotoxicity in KKLEB CF airway cells, primary screen, cytotoxicity control for CF NF-kB inhibitor project, cell-based, uHTS, fluorescence assay plates | KKLEB CF airway cells viability, ATPlite luminescence, overnight; hits give low values; cells stimulated with P. aeruginosa culture filtrate | activity change (cytotoxicity), % at 5 µM | 360,000 compounds, 0.36% hits;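 active means corrected activity change at or below -50% at 5 µM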
# Vif inh = HIV Vif self-association inhibitors, primary screen, imaging, HEK293T, single point; HEK293T cells, Vif self-association by quenched fluorescence, 24 h; inhibition, % at 7.49 µM; 340,000 compounds, 0.35% hits; AID 602346, 2012; in the data active means inhibition above about 50%, passing the limit was not always enough; further: some results filed as inactive read as strong as hits
# MITF TRPM1 inh = inhibitors of MITF-dependent TRPM1 promoter reporter, primary screen, cell-based, SK-MEL-5, single point, luciferase | SK-MEL-5 TRPM1 promoter luciferase, 24 h | inhibition, % at 12.5 µM | 330,000 compounds, 0.83% hits;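 active means mean inhibition across replicates of 60% or more, whatever share of single replicates reaches that level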; further: values of inactives mirror those of a sister screen read the other way
# The depositor's hits bear a star; / = not tested or not shown. An unsorted share of the library. Share with any hit: about 3.3%.
Compound	Shn3 inh set2	NR2E3 ag-2	MITF TRPM1 inh	Vif inh	CF NFkB block	PDI turbidity	KKLEB tox	CaV13 FRET inh	HIF-2a inh	Peg3 promoter	NR2E3 ag-1
CN(C)c1ccnc2sc3c(=O)n(Cc4ccccc4)cnc3c12	-4.1	2.7	-2.3	-10.8	80.2*	7.2	-24.3	/	-34.2	7.9	-14.2
Cc1ccnc(NS(=O)(=O)Cc2ccccc2)c1	8.5	2.8	-4.1	9.3	-5.7	-0.3	0.9	-4.0	4.3	5.0	2.9
Cc1nc(NC(=O)c2ccc(F)cc2)sc1C(=O)Nc1ccc2c(c1)CCC2	-14.8	4.0	-7.5	-0.4	21.6	-0.5	-21.5	-5.0	-95.1	-14.3	-44.9
N#C/C(=C\c1ccncc1)c1ccccn1	-17.5	0.4	-1.3	-3.7	19.8	13.6	-4.3	-19.1	-8.9	-10.8	-21.4
CCOC(=O)c1cc2c(=O)n3ccccc3nc2n(Cc2ccco2)c1=NC(=O)c1cccnc1	-4.9	-2.6	4.7	13.5	-16.4	17.0	-2.8	-4.7	13.9	12.6	-41.5
CCOc1cc2c(cc1O)C(=NO)CC1C2CCC2(C)C(O)CCC12 (stereo not drawn)	4.6	/	53.1	15.3	52.4*	-13.2	-27.9	-5.8	31.5	0.7	42.1
COc1cc(NCC(=O)Nc2cccc(S(=O)(=O)N3CCCCC3)c2)cc(OC)c1OC	2.6	5.5	-3.7	-8.9	-9.0	5.1	8.6	-2.4	5.9	11.9	-5.7
Cc1nnc(NC(=O)c2oc3c(ccc4ccccc43)c2C)s1	-8.8	4.4	17.4	-24.3	-34.4	-6.3	-0.4	-2.4	-2.8	7.5	-13.5
COc1cccc(S(=O)(=O)Nc2ccc(C(O)(C(F)(F)F)C(F)(F)F)cc2)c1	2.0	/	/	/	10.0	14.9	-12.4	-6.0	-10.6	6.3	-22.0
Cc1nc2ccc(NC(=O)N3CCC(c4ccccc4)C3)cc2nc1C (stereo not drawn)	-15.0	-0.9	2.2	-6.4	6.4	-6.9	-12.9	-6.9	-14.9	-47.7	-23.5
Cc1ccc(C(C(=O)NCc2ccccc2)N(Cc2cccs2)C(=O)c2ccc3c(c2)OCCO3)cc1 (stereo not drawn)	44.8	2.4	8.1	4.7	90.7*	10.1	-16.0	-17.9	11.8	63.1*	25.8
COc1ccc(/C=C/C(=O)c2cc(Br)ccc2O)cc1OC	-6.4	2.4	-14.0	-1.6	4.4	-0.4	-2.2	-5.9	5.6	3.0	-21.7
CCOC(=O)c1c(CN2CCN(c3ccccc3)CC2)oc2ccc(O)cc12	9.4	0.6	-8.2	-0.7	-16.6	0.9	0.3	-6.1	0.6	17.5	0.5
COc1ccccc1NC(C)=O	12.7	-1.8	-0.5	6.2	5.0	-3.5	4.3	-1.2	12.8	0.5	1.2
CC(=O)NC(=O)Nc1sc(=S)n(C)c1C	8.6	6.4	-0.3	38.6	-22.2	1.0	15.6	/	8.4	0.3	13.5
Cc1ccccc1-n1c(SCC(=O)N/N=C/c2sccc2C)nc2ccccc2c1=O	18.9	-1.8	-4.8	1.8	-1.1	-11.8	2.9	-5.6	12.8	-6.3	-20.3
O=C(c1ccccc1Cc1ccccc1)N1CCN(S(=O)(=O)c2ccccc2)CC1	-12.6	2.8	4.9	5.4	11.5	-0.9	2.9	/	8.0	2.8	-27.2
COCCNC(=O)C1(C)Cc2c(-c3ccc(N(C)C)cc3)ccnc2O1 (stereo not drawn)	5.6	/	/	/	-0.4	-4.4	7.1	-10.0	9.7	8.5	-8.9
CCOC(=O)C1CCN(S(=O)(=O)c2ccc(OC)c(Cl)c2Cl)CC1	9.9	0.2	0.6	1.4	-2.1	-5.1	-1.8	-8.2	-0.8	9.7	-5.6
CCCNC(=O)Cn1nc(C(F)(F)F)cc1C	16.3	-1.2	4.0	7.2	-1.3	1.8	-1.4	9.3	12.4	-3.9	12.8
O=C(O)C(Sc1ccncn1)c1ccccc1 (stereo not drawn)	-10.6	2.4	-19.8	1.6	1.3	1.4	0.7	1.9	12.5	19.2	-10.9
CCC1COCCS(=O)(=O)N1Cc1ccc(C)cc1 (stereo not drawn)	24.7	0.2	2.5	1.8	-5.4	0.9	2.4	/	4.4	4.3	-25.4
COc1ccc(CN2CCN(C(=O)CC(C)C)CC2)c(OC)c1OC	13.0	-3.2	-9.0	3.4	-3.5	8.5	-9.7	-5.2	-6.2	-11.7	2.0
Cc1cc(N2CC34C=CC(O3)C(C(=O)O)C4C2=O)no1 (stereo not drawn)	10.8	2.0	0.2	4.5	18.3	-2.4	-15.3	-3.6	7.5	1.9	-9.6
CN(C)/C=C/C(=O)c1ccccc1F	2.5	-0.5	8.3	5.6	-7.9	-1.1	-6.4	-3.6	0.3	-19.0	-6.5
COc1cccc(OC)c1C(=O)N1CCN(S(=O)(=O)c2ccccc2)CC1	6.7	4.8	-12.4	20.2	6.4	7.8	0.3	-2.2	11.7	12.7	0.9
O=C(CN1CCN(S(=O)(=O)c2ccccc2)CC1)N1CCCCC1	6.1	4.8	0.0	-6.2	7.8	-0.7	5.7	-16.6	10.4	2.9	13.6
Cc1ccc(/C=C/c2nnc(-c3cccs3)o2)cc1	-43.9	0.7	-58.5	18.1	5.0	14.3	-15.2	-4.8	-114.1	-151.4	-201.5
COC(=O)C1CCN(CC(=O)Nc2ccc3c(c2)OCCO3)CC1	3.8	/	-8.2	-28.1	-7.3	10.7	8.0	-5.0	-18.4	-28.2	11.2
C[C@]12c3[nH]c4ccc(Cl)cc4c3CCN1C(=O)[C@@H](CC(=O)NCC13CC4CC(CC(C4)C1)C3)C[C@@H]2C(=O)N1CCCCC1	34.0	/	2.7	-13.4	36.8	3.5	-24.2	-5.1	-16.0	56.4*	-26.9
COc1ccc(/C=N\NC(=O)c2cc(OCC(F)(F)F)ccc2OCC(F)(F)F)cc1	13.1	2.1	4.6	-1.6	6.6	-0.5	-16.1	-5.5	22.4	24.2	5.5
CSc1ccccc1C(=O)N(CC1CCCO1)c1c(N)n(Cc2ccccc2)c(=O)[nH]c1=O (stereo not drawn)	2.5	0.1	0.7	-3.5	20.0	0.4	-10.7	-5.5	13.3	-4.7	6.2
Cc1ccc(NC(=O)c2cc(-c3ccccc3)nn2-c2ccccc2)cc1	11.3	-0.1	-1.1	0.6	-2.1	8.5	18.2	-3.0	10.0	-157.3	-6.2
N=c1c(S(=O)(=O)c2ccccc2)cc2c(=O)n3ccccc3nc2n1C1CCCCC1	42.1	/	15.1	16.4	13.5	2.3	-16.1	-6.5	-3.7	16.4	23.5
COc1cc(C(=O)OC2CSCC2NC(=O)c2ccccc2)cc(OC)c1OC (stereo not drawn)	8.2	6.7	-0.8	3.2	-22.8	1.4	1.9	-9.7	27.8	22.9	0.4
COc1ccc2cc(C(=O)Nc3ccc(O)cc3)sc(=O)c2c1OC	-19.7	0.4	-2.6	17.6	1.0	1.3	6.7	-5.3	-34.2	-15.7	-28.9
N#Cc1nc(-c2ccc(F)cc2)oc1N1CCCCC1	-11.0	0.1	-21.6	-2.9	-11.3	-4.3	4.3	-1.9	-116.4	-68.8	-26.2
COc1ccccc1CNC(=O)/C=C/c1ccc(S(=O)(=O)NCc2ccco2)cc1	15.5	1.9	-4.4	-7.3	2.6	-3.7	3.3	-4.3	10.6	12.0	14.0
S=C(NCc1cccc(Cl)c1)NC1CCCCC1	18.0	-0.2	11.4	1.5	9.3	-5.1	12.1	-5.1	-7.4	-6.3	0.8
O=C(NCc1ccccn1)c1cccn1-c1ncc(C(F)(F)F)cc1Cl	10.9	-23.2	1.8	1.9	7.5	-3.6	-1.0	-4.4	10.2	-14.2	-5.6
O=C(NCc1ccncc1)c1ccc(NS(=O)(=O)c2ccccc2)cc1	-8.8	-2.5	-1.2	-5.0	36.3	-2.0	-11.6	/	10.9	8.3	-17.5
CCC(C)(C)C(=O)Nc1cc([N+](=O)[O-])ccc1Cl	-19.8	-1.9	18.9	-1.2	1.8	-8.8	-2.3	-3.2	20.5	12.8	-4.1
COc1ccc(C(C)(C)C)cc1NC(=O)c1c(C)noc1C	21.3	1.5	6.4	-15.3	-18.8	9.0	1.9	-4.9	23.8	-7.5	-26.6
Cc1ccc(O)c(NC(=O)c2cc(-c3ccccc3Cl)on2)c1	-105.0	-2.6	-62.9	1.1	6.0	-2.9	-5.0	-4.2	-302.8	-306.3	-8.4
O=C(CCCCCn1c(SCc2ccncc2)nc2ccccc2c1=O)NCc1ccco1	10.9	2.9	-7.0	36.8	11.3	7.6	-6.3	-5.2	13.6	22.9	-3.4
O=C(CCCN1C(=O)c2ccccc2C1=O)Nc1sc2c(c1C(=O)NCc1ccco1)CCC2	12.1	2.8	4.2	-2.8	-6.0	-10.7	-1.7	-4.8	2.3	1.6	-46.6
Cn1c2ccccc2c(=O)c2ccc(C#Cc3ccc(N)cc3)cc21	28.3	4.5	-21.4	-1.1	7.5	0.8	-18.7	-14.1	-84.2	-81.6	-29.4
CCC(CC)=NNc1cccc([N+](=O)[O-])c1	14.2	7.1	6.6	-4.1	2.3	10.9	-7.0	-5.5	-15.8	-19.1	-29.3
CC(C)CC(=O)NC(Nc1ccccc1F)C(Cl)(Cl)Cl (stereo not drawn)	4.5	-1.9	4.6	-4.8	-4.5	0.8	-2.2	/	21.3	10.0	16.6
CCOC(=O)c1ccc(NC(=O)COc2ccccc2CNC2CCCC2)cc1	-6.8	-0.6	-19.1	2.1	3.1	16.1	-4.9	-5.4	1.4	-0.9	-20.2
CC(C)(C)NS(=O)(=O)c1ccc(NC(=O)C2CCCCC2)cc1	13.7	-0.1	5.6	-4.6	0.8	10.2	12.9	-2.8	17.5	-2.1	12.5
Cc1nn(-c2nc3ccccc3s2)c(C)c1Oc1ccccc1O	-20.6	4.1	-72.2	/	-4.6	-0.6	-1.5	/	-124.1	-314.5	-51.0
COc1ccccc1Nc1nnc(SCC(=O)NC2CCCC2)s1	-0.3	-0.5	-0.5	1.8	-18.3	-14.2	14.8	-4.8	-16.7	-0.3	10.7

# From PubChem BioAssay
